Bioassay records: PubChem BioAssay, Columbia University Molecular Screening Center
E-sel TNF inh: E-selectin induction blockers in HUVEC – imaging, immunofluorescence, high content, primary screen; inhibition, % at 2 µM; HUVEC TNFa-induced E-selectin immunofluorescence; 120,000 tested, 0.71% active;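 active means inhibition above the batch mean plus 3 SD, and confirmed as a hit on visual image review, cut at about 43% in these data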;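 further: 0% = TNF-stimulated DMSO wells and 100% = unstimulated control wells; not every result past the cut was called active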
Starred values were filed as active, the others as inactive.

E-sel TNF inh	SMILES
30	O=C(Cn1c2[n+](c3ccc(C(F)(F)F)cc31)CCCCC2)Nc1c(F)cccc1F
-24	CC(C)CC(=O)N1CCC(O)(CS(=O)(=O)c2ccc(Cl)c(Cl)c2)CC1
-14	Cc1ccc(NC(=O)Nc2cc(C)on2)cc1
6	Cc1c(-n2cc(C(=O)c3cc(F)ccc3O)cc(C#N)c2=O)c(=O)n(-c2ccccc2)n1C
28	COc1ccc(Br)cc1C(=O)N/N=C/c1ccc([N+](=O)[O-])cc1
-78	O=C(COc1cccnc1[N+](=O)[O-])NCc1cccs1
-8	COc1ccc(/C=C2\SC(=O)N(CCNC(=O)C3CC4C=CC3C4)C2=O)cc1 (stereo not given)
3	O=C(O)/C=C/c1cccc(OCc2ccccc2)c1
14	NS(=O)(=O)c1ccc(N/N=C/c2ccccc2Br)cc1
-14	NS(=O)(=O)c1ccc(CCNC(=O)CCCn2c(SCC(=O)N3CCCC3)nc3ccsc3c2=O)cc1
11	COc1ccc(N(CC(=O)N/N=C/c2ccc3c(c2)OCO3)S(=O)(=O)c2ccccc2)cc1
-36	CNC(=O)C1CC(=O)N(CCc2ccccc2)C(=Nc2ccc(OC)cc2)S1 (stereo not given)
-4	C=Cn1c(C(=O)O)ccc1-c1ccc(OC)cc1
-39	Cc1ccc(S(=O)(=O)N2CCN(Cc3ccccn3)CC2)cc1
38	Cc1cc(C)c(C(=O)OCC(=O)NCc2cccs2)c(C)c1
12	O=C(OCc1cccc([N+](=O)[O-])c1)c1cnccn1
25	O=C(COc1cccnc1[N+](=O)[O-])NCCc1ccc(Cl)cc1
-30	O=C(NNS(=O)(=O)c1ccc(F)cc1)c1sccc1-n1cccc1
13	CC(CC(=O)C1C(C)C=CCC1(C)C)NNC(N)=O (stereo not given)
-4	Cc1cccnc1CCNC(=O)CC1C(=O)NCCN1CC1CCCCC1 (stereo not given)
12	CCOc1ccc(NC(=O)c2nn(-c3ccc(OC)cc3OC)c(=O)c3ccccc23)cc1
5	CC(=O)N1CC2(c3ccccc3)CN(C(C)=O)CC(c3ccccc3)(C1)C2=O
-50	CCC(CC)C(=O)c1c[nH]c(C(=O)NCc2cccnc2)c1
-1	C[C@@H]1CN(C2CCN(Cc3nc(CC4CC4)no3)CC2)C[C@H](C)O1
-1	Cn1c(N)c(C(=O)CSc2nc(N)cc(N)n2)c(=O)n(C)c1=O
-17	CC1=C(C(=O)N2CCCC(C(=O)c3cccc(C(F)(F)F)c3)C2)OCCO1 (stereo not given)
-10	O=C1OCc2cc(-n3cccc3)ccc21
-6	CC1(C)CN(c2ccc(N3CC(C)(C)C3=O)cc2)C1=O
12	CC(=O)c1cnc2sccn2c1=O
12	O=C1C=C(Nc2ccccc2)CC(c2ccccc2)C1 (stereo not given)
-44	NS(=O)(=O)c1ccc(-c2ccc(C=O)o2)cc1
-3	CC1(C(=O)OCc2cc(=O)n3cc(Br)ccc3n2)CC1(Cl)Cl (stereo not given)
-6	COCCNC(=O)NC(=O)CSc1nc(C)c(C)c(C)n1
9	COC(=O)CCCn1c(C)cc(C(=O)CCl)c1C
-21	O=C(CN1C(=O)c2ccc([N+](=O)[O-])cc2C1=O)Nc1nccs1
-6	CSc1ccccc1NC(=O)CN1CCN(Cc2ccccc2)CC1
11	CN(CCC1CCCCO1)C(=O)CCc1nnc(CCCCc2ccccc2)o1 (stereo not given)
-13	CSC1=NCCN1C(=O)Cc1ccc(-c2ccccc2)cc1
11	CC(=O)c1cnc(SCC(=O)O)nc1C
-7	COc1ccc(C(=O)CSc2nnnn2C)c(OC)c1
10	O=C(N/N=C/c1ccsc1)c1ccccn1
-30	O=C(Nc1ccc2[nH]c(=O)[nH]c2c1)c1c(F)c(F)c(F)c(F)c1F
-15	CCOC(=O)C1CCN(Cc2cc(=O)n3c(-c4ccccc4)csc3n2)CC1
14	Cc1cc(C)nc(/N=C2\NC(=O)CC(C(=O)O)N2c2ccc(F)c(Cl)c2)n1 (stereo not given)
-17	Cc1nn(CC(=O)NCC2CCCO2)c(C)c1[N+](=O)[O-] (stereo not given)
-8	COc1ccc(CNC(=O)CCn2c(=O)[nH]c3ccccc3c2=O)cc1
-12	O=C(NCCCN1CCOCC1)c1sc2ccccc2c1Cl
9	Cc1cccc(N/N=C(\C=N\N)C(=O)c2ccc(Br)cc2)c1
5	Cc1ccc(NC(=S)NC2CCCCC2)cc1S(=O)(=O)N(C)C
-35	O=S(=O)(c1ccccc1)N1CCC(O)(CSc2ccccc2)CC1
-33	COc1ccc(C(=O)NC(=S)Nc2cccc(S(=O)(=O)N3CCOCC3)c2)cc1
-9	CSc1nc2nc3c(cc2c(=O)n1-c1ccccc1)COC(C)(C)C3
-40	FC(F)(F)c1ccccc1NC(=S)Nc1cccc2cnccc12
-11	CCCc1ncc(C(O)(c2ccccc2)c2ccccc2)n1C
30	Cc1cc(Nc2ccc([N+](=O)[O-])cc2)nc2ccccc12
-21	CCOc1ccc(C(=O)NC(C(=O)NCc2ccccc2OC)C(C)C)cc1 (stereo not given)

(cont.)
E-sel TNF inh	SMILES
-32	Cc1ccccc1-c1n[nH]c(=S)n1/N=C/c1ccc(-c2ccccc2Br)o1
-8	Cc1nc2ccc(NC(=O)Cc3cccc(F)c3)cc2s1
-5	CC(=N/O)/C(C)=N\NC(=O)c1ccccn1
-3	O=C(N/N=C/c1ccccc1O)C(=O)Nc1ccccn1
29	O=C(CCC(=O)Nc1ccccc1Cl)NNC(=O)c1ccccc1[N+](=O)[O-]
-3	CC(=O)CC(=O)Nc1ccc(C(N)=O)cc1
-23	CN1C(=O)/C(=N/OC(=O)c2ccccc2Br)c2ccccc21
25	CC1CCCCN1C(=O)COC(=O)/C=C/c1ccc2ccccc2n1 (stereo not given)
-18	COc1ccc(-c2cc(N3C(=O)Nc4ccccc4N3O)n[nH]2)c(OC)c1
-77	COc1cc2ccccc2cc1C(=O)NCC(c1cccs1)N(C)C (stereo not given)
-46	CCCCNC(=S)NNc1c(Cl)cc(Cl)cc1Cl
12	Oc1ccc(-c2nccc(-c3ccc(Cl)cc3)n2)cc1
15	COc1ccc(Oc2ccc(N/C=C/C(=O)C(C)(C)C)cc2)cc1
37	CCN1CCc2c(OCc3ccc(C(=O)OC)o3)cccc2C1=O
-32	CCn1nnnc1NCc1ccc(OCc2ccc(F)cc2Cl)c(OC)c1
2	COc1cc(CC(=O)Nc2nc(C)cs2)cc(OC)c1OC
28	COc1cc(NC(=O)COC(=O)/C=C/c2ccc(O)c(OC)c2)cc(OC)c1
17	Cc1ccc(NC(=O)c2ccc3snnc3c2)cc1
-28	COc1c(C)cc(NC(=O)c2ccc3c(c2)NC(=O)CO3)cc1C
9	CN(C)C(/C=C/Nc1ccc([N+](=O)[O-])cc1)=C(C#N)C#N
0	CCC(C)N1C(=O)S/C(=C/c2ccc3c(c2)n(C)c(=O)n3C)C1=O (stereo not given)
4	Cc1ccc(S(=O)(=O)N2CCOCC2)cc1NC(=O)CSc1n[nH]c(N)n1
48	CC(NC(=O)c1cc(=O)[nH]c2ccccc12)c1ccccc1 (stereo not given)
-1	O=C(c1cccc(C(F)(F)F)c1)C1CCCN(Cc2ccc(OCCO)cc2)C1 (stereo not given)
-42	CCOC(=O)CC(=O)NC(CC(=O)OC)c1ccc(C(C)C)cc1 (stereo not given)
11	COc1ccc(-c2cn3cc(C)ccc3n2)cc1F
27	CCc1cccc2c(C(=O)C(F)(F)F)cn(CC(=O)N3CCOCC3)c12
16	COc1ccccc1C(=O)NNC(=O)C(=O)NC(C)(C)C
-25	O=C(OCn1nnc2ccccc2c1=O)C12CC3CC(CC(O)(C3)C1)C2
-24	Cc1ccc(C(=O)COC(=O)c2cn3ccccc3n2)cc1
-3	Cc1cccc(C)c1OCC(=O)Nc1ccc(N2CCOCC2)cc1
52	COc1ccc(CN2CCS(=O)(=O)CC2)cc1OC
17	CCn1c(Cc2cccs2)nnc1SCC(=O)NC(C)(C)C
-5	CN(Cc1nc(-c2cnccn2)no1)Cc1n[nH]c2c1CCCC2
-17	CC(C)Oc1cccc(C(=O)C2CCCN(Cc3cnc(N4CCOCC4)s3)C2)c1 (stereo not given)
35	COCCN1CCN(Cc2cn(C)nc2-c2cccc(Cl)c2)CC1
8	Cn1ccc(C(=O)Oc2ccc(C(=O)Nc3ccc(F)cc3F)cc2)n1
-13	CCN(CC)C(=O)Cn1c(=O)n(-c2ccc(CC(=O)NCc3ccccc3)cc2)c(=O)c2sccc21
-36	O=C(COc1cccc(-n2cnnn2)c1)NC1CCCCC1
0	COc1ccccc1NC(=O)C1=C(C)NC(=O)NC1c1ccccc1[N+](=O)[O-] (stereo not given)
-17	Cc1ccc(-c2ccnc(-c3ccc(O)cc3)n2)cc1
31	CO/N=C/c1c(-c2ccc(Cl)cc2)nc2cc(C)ccn12
3	Cc1cc(C)nc(NS(=O)(=O)c2ccc(NC(=S)NC(=O)c3cccnc3)cc2)n1
-15	COc1ccc(OC)c2sc(N3CCc4ccccc4C3)nc12
16	COc1ccc(S(=O)(=O)N2CCCCC2)cc1NC(=O)CSc1nccn1C
-20	CC(=O)C1=C(C)OC(N)=C(C#N)C1c1cccc([N+](=O)[O-])c1 (stereo not given)
3	Nc1ccccc1C(=O)N/N=C1/C2CN3CCN(C2)CC1(Cc1ccccc1)C3
-31	CNC(=S)N1CCC(NC(=O)C(Cc2ccc(F)cc2)NC(C)=O)CC1 (stereo not given)
29	COc1ccc(N2CCN(C(C)C(=O)N3CCCC3)CC2)cc1 (stereo not given)
2	COCCn1c(SCC(=O)c2ccccc2)nc2ccccc2c1=O
0	CCOC(=O)c1cc(-c2cccs2)nc2c1c(C)nn2-c1ccccn1
16	COc1ccc(NC(=S)N(CCN2CCOCC2)Cc2cc3cc4c(cc3[nH]c2=O)OCCO4)cc1
0	O=C(CN1C(=O)C2CCCCC2C1=O)N1CCN(c2ccccc2)CC1 (stereo not given)
-6	CCOc1ccc(NC(=S)Nc2ccccc2C2CC2)cc1
5	C=CC[C@H]1CC(C)=C[C@H](CC=C)N1
0	O=C(Cn1nc(C(F)(F)F)c2c1CCCC2)N1CCOCC1

Following part
E-sel TNF inh	SMILES
-4	Cc1sc2ncnc(N3CCN(C(=O)c4ccco4)CC3)c2c1C
-12	ClCC1NCC(c2ccccc2Cl)c2c1[nH]c1ccccc21 (stereo not given)
-9	Cc1ccc(C(=O)OCn2nnc3ccccc3c2=O)cc1[N+](=O)[O-]
-52	CCNC(=O)NC(=O)COC(=O)CCCc1nc2ccccc2s1
22	CC(=O)Nc1ccc(OCC(O)Cn2c(C(C)C)nc3ccccc32)cc1 (stereo not given)
6	CCN(CC)C(=O)/C(=C/c1cccc([N+](=O)[O-])c1)NC(=O)c1ccco1
4	O=c1cc2c(nn1Cc1ccccc1)-c1ccccc1CC2
-15	CCCCC(=O)NNC(=S)NC(=O)c1ccc([N+](=O)[O-])cc1
-3	CC(NCc1ccc(F)cc1)C(=O)NC1CCCCC1 (stereo not given)
-12	CN(C)/C=N/c1nc2nccc(-c3ccc(Cl)cc3)n2n1
5	COc1cccc(CNC(=O)CN2CCC(c3nc4ccc(C)cc4[nH]3)CC2)c1
-29	CCNC(=S)Nc1ccc(S(=O)(=O)Nc2cc(C)nc(C)n2)cc1
11	CC1(C)CC(=O)C2=C(C1)N(c1ccccc1)C(=O)CC2c1ccc(O)cc1 (stereo not given)
-14	COc1ccc(Nc2ccc(N3C(=O)CC(C)C3=O)cc2[N+](=O)[O-])cn1 (stereo not given)
7	CCc1ccc(-n2c(=O)c3ccccc3n(CC(=O)NCc3ccco3)c2=O)cc1
-8	O=C(c1cccs1)N(c1cccc(Cl)c1)C1C=CS(=O)(=O)C1 (stereo not given)
-12	O=C(CCc1nnc(Cc2ccc3c(c2)OCO3)o1)NCc1nc2ccccc2s1
100*	O=C(Nc1ccccc1)C1=C(c2ccccc2)S(=O)(=O)CCS1(=O)=O
5	O=C(/C=C\c1ccccc1)Oc1cccc2cccnc12
14	Cc1ccc(CN2C(=O)c3ccccc3NC2c2ccccn2)cc1 (stereo not given)
-58	O=C(CC1CC2CCC1C2)Nc1nc(-c2ccccn2)cs1 (stereo not given)
-21	Cc1ccc(C)c(NC(=O)CN(C)C(=O)c2cccc(S(=O)(=O)N(C)C)c2)c1
-64	CCOC(=O)c1c(C)[nH]c(C(=O)NCc2ccco2)c1C
3	CCOc1ccccc1CN1CCN(C2CCN(c3ccccc3F)CC2)CC1CCO (stereo not given)
15	O=C(N/N=C/c1c(O)ccc2ccccc12)c1ccc[n+](CCO)c1
8	CNC(=S)NNc1nc(N2CCOCC2)nc(N2CCOCC2)n1

Among those listed so far, 15 have a Cl atom:
E-sel TNF inh	SMILES
-24	CC(C)CC(=O)N1CCC(O)(CS(=O)(=O)c2ccc(Cl)c(Cl)c2)CC1
25	O=C(COc1cccnc1[N+](=O)[O-])NCCc1ccc(Cl)cc1
-3	CC1(C(=O)OCc2cc(=O)n3cc(Br)ccc3n2)CC1(Cl)Cl (stereo not given)
9	COC(=O)CCCn1c(C)cc(C(=O)CCl)c1C
14	Cc1cc(C)nc(/N=C2\NC(=O)CC(C(=O)O)N2c2ccc(F)c(Cl)c2)n1 (stereo not given)
-12	O=C(NCCCN1CCOCC1)c1sc2ccccc2c1Cl
29	O=C(CCC(=O)Nc1ccccc1Cl)NNC(=O)c1ccccc1[N+](=O)[O-]
-46	CCCCNC(=S)NNc1c(Cl)cc(Cl)cc1Cl
12	Oc1ccc(-c2nccc(-c3ccc(Cl)cc3)n2)cc1
-32	CCn1nnnc1NCc1ccc(OCc2ccc(F)cc2Cl)c(OC)c1
35	COCCN1CCN(Cc2cn(C)nc2-c2cccc(Cl)c2)CC1
31	CO/N=C/c1c(-c2ccc(Cl)cc2)nc2cc(C)ccn12
-12	ClCC1NCC(c2ccccc2Cl)c2c1[nH]c1ccccc21 (stereo not given)
-12	CN(C)/C=N/c1nc2nccc(-c3ccc(Cl)cc3)n2n1
-8	O=C(c1cccs1)N(c1cccc(Cl)c1)C1C=CS(=O)(=O)C1 (stereo not given)

The list is partial. The share of hits here may be higher or lower than overall.
